GSK3 alpha inh: blockers of GSK3A enzyme activity – biochemical, luminescence, cell-free homogeneous, HTS, primary screen. GSK-3 alpha kinase, ADP-Glo luminescence, 60 min. inhibition, % at 10 µM. 320,000 compounds, 0.1% hits. AID 2650, 2010;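 in the data active means inhibition above about 50%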;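 further: GST-tagged GSK-3 alpha with peptide substrate and 25 µM ATP; 0% = DMSO neutral wells and 100% = GW8510 positive control wells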
Target sequence (P49840 whole entry, looked up): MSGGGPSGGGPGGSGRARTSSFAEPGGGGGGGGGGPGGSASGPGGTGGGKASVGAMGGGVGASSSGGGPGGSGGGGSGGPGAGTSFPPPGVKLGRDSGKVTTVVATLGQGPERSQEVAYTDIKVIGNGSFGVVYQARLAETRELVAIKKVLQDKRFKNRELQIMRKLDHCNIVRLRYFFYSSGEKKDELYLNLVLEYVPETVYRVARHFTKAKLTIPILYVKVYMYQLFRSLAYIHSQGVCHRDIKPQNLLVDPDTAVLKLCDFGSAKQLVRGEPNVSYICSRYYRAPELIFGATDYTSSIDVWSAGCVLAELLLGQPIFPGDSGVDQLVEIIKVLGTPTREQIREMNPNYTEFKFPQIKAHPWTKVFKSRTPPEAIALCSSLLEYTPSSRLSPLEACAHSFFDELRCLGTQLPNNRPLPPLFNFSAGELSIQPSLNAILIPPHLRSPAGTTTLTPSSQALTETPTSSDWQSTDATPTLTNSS
HSF1 activator: HSF-1 activators, primary screen, NIH3T3-HGL cells, MG132 stress, luminescence, single point; NIH3T3-HGL HSF-1 luciferase reporter, 8 h; 100% = twice DMSO control signal; activation, % at 9 µM; 300,000 compounds, 1.7% hits; AID 504408, 2011;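 active means mean replicate activation of at least 50% with a set share of replicates each reaching 50%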;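 further: 0% = median of the neutral control wells and 100% = twice that signal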
GSK3B inh: human GSK3beta kinase inhibitors, primary screen, biochemical, cell-free homogeneous, HTS; GST-GSK3beta kinase, ADP-Glo luminescence, 60 min; active compounds read low; activity score (negative = inhibition), % at 10 µM; 300,000 compounds, 0.038% hits;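 active means more than half of replicate wells score below -50%, meaning over 50% inhibition versus plate controls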;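 further: 0% = median DMSO wells and -100% = median GW8510 positive control wells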
Target sequence (P49841 whole entry, looked up): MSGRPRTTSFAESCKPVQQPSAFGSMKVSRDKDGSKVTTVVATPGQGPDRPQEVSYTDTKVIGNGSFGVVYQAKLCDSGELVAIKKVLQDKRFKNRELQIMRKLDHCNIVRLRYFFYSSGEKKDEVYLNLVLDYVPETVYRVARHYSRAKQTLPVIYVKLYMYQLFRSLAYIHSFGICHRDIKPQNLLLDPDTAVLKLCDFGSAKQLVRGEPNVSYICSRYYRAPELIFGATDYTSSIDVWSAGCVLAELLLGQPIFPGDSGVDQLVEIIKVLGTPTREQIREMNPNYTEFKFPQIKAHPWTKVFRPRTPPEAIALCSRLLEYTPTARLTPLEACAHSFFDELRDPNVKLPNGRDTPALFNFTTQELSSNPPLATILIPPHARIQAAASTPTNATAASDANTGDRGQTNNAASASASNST
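Test system – GST-tagged human GSK3beta kinase, cell-free · Incubation – 60 min enzyme reaction, room temperature · Signal – ADP-Glo luminescence · Also added – peptide substrate and ATP at 25 µM · Controls – DMSO neutral wells and GW8510 at 20 µM as positive · Buffer or medium – Tris/MgCl2 kinase buffer · Measure – Luminescence-derived activity versus plate DMSO and GW8510 wells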
KLF5 inh: KLF5 expression inhibitors, primary screen, DLD-1 cells, luminescence; DLD-1 KLF5 promoter-luciferase reporter; inhibition, % at 5 µM; 290,000 compounds, 0.23% hits;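 active means inhibition above a per-plate limit of that plate's mean compound inhibition plus 3 SD, cut at about 60% in these data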;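 further: 0% = DMSO wells and 100% = LY294002 at 200 µM; higher means less KLF5 promoter-driven luciferase light; inactives centre near -14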
AI-2 QS mod: Vibrio harveyi AI-2 quorum sensing modulators, primary screen, JMH597 strain, luminescence/OD600 ratio | Vibrio harveyi JMH597 AI-2 luminescence/OD600 ratio, 9 h; active compounds read low; strain lacks LuxN and CqsS sensors; 0 = neutral-control median | AID 2094, 2009 | activity change, % at 7.5 µM | 300,000 compounds, 0.4% hits; in the data active means activity change below about -75%, passing the limit was not always enough;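 further: luminescence divided by OD600 gain over 9 h not by final OD600 alone; inactives centre near 13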
HIF activator: HIF pathway transcriptional activators, primary screen, cell-based, U2OS HRE-luciferase, luminescence; 300,000 compounds, 0.32% hits; activation, % at 7.5 µM (by protocol); U2OS HRE-luciferase reporter; normalized: DMSO 0%, desferrioxamine 100%; AID 1910, 2009;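 active means mean activation of at least 10% of the iron chelator positive control signal, with at least half of replicates also reaching 10%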
HSF1 inhib: HSF1 inhibitors in luciferase reporter cells, primary screen, cell-based, NIH3T3, luminescence; activity change, negative = inhibition, % at 7.5 µM (by protocol); NIH3T3-HGL HSE-luciferase, MG132-induced, luminescence 8 h; active compounds read low; 300,000 compounds, 0.77% hits;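 active means more than half of replicate wells show activity change below -50%, luminescence cut by over half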;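 further: luciferase reports HSF-1 transcriptional activity via heat shock element; 0% = median of DMSO wells and -100% = zero luminescence signal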
aSyn 5UTR inh: MLPCN primary screen, SNCA 5' untranslated region; alpha-synuclein 5'UTR reporter, inhibitor activity; inhibition, % (tested at 7.5 µM); 300,000 compounds, 0.82% hits; in the data active means inhibition above about 60%;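 further: H4 neuroglioblastoma cells stably carrying SNCA 5'UTR luciferase fusion; 0% = DMSO wells and 100% = positive control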
HSP90 refold inh: HSP90 inhibitors, primary screen, cell lysate, luminescence. Heat shock protein HSP 90 (rabbit reticulocyte lysate; luciferase refolding). Rabbit reticulocyte lysate, luciferase refolding luminescence, 3 h. inhibition, % at 5.6 µM. 290,000 compounds, 0.91% hits. AID 1789, 2009;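 active means inhibition above the screen-wide mean plus 3 SD, computed separately per campaign, cut at about 16% in these data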;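 further: 0% = DMSO wells and 100% = 60 µM geldanamycin wells; inhibitors lower the luminescence because luciferase stays unfolded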
IEC-6 cytotox: cytotoxicity in IEC-6 intestinal epithelial cells, primary screen, cytotoxicity control for KLF5 inhibitor project, cell-based, luminescence. IEC-6 cytotoxicity, luminescence viability. inhibition, % at 5 µM. 290,000 compounds, 0.78% hits. AID 1825, 2009; in the data active means inhibition above about 22%;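 further: 0% = plate median of test compound wells and 100% = cytotoxic reference compound wells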
Active calls of the source: *; x = no result given; & = joins results of further samples.

SMILES	GSK3 alpha inh	HSF1 activator	GSK3B inh	KLF5 inh	AI-2 QS mod	HIF activator	HSF1 inhib	aSyn 5UTR inh	HSP90 refold inh	IEC-6 cytotox
Cc1cc(NC(=O)COC(=O)C(C)Oc2ccc(Cl)cc2Cl)no1 (stereo not drawn)	-1	16	-2	-31	12	-0.1	-3	6	3	2
Cc1cc(C(=O)CSc2nc(N)cc(N)n2)c(C)n1-c1cccc(F)c1	-4	2	1	-39	12	-0.3	8	-24	-2	-2
O=C([C@H](O)c1ccccc1)N1CCC[C@H]1CO	-3	24	1	-8	11	-0.4	-5	9	-5	-3
COc1ccc(C(C)(C)C)cc1S(=O)(=O)n1ccnc1C	0	-4	2	-7	9	-0.1	0	15	-1	7
CC(CCc1ccc(O)cc1)NCCC(c1ccccc1)c1ccccc1 (stereo not drawn)	4	6	-3	-5	29	-29	5	9	-3	0
CC(C)C(=O)Nc1cccc(C(=O)NCCc2ccc(S(N)(=O)=O)cc2)c1	-2	-2	2	-16	19	0.3	-9	19	1	0
COc1ccc(-n2cc(-c3ccc(C)cc3)[n+]3c2SCC3)cc1	1	-29	-2	0	10	-0.4	-4	-23	-3	27*
Cc1cccc(-n2c(-c3csc(C(C)C)c3)n[nH]c2=S)c1	x	19	-6	2	18	0.8	13	-11	4	1
COc1ccc(Cl)cc1NC(=O)CCc1nc(-c2ccccc2F)no1	-4	69*	-4	-82	-1	1.8	57	1	27*	2
CCOc1ccc(NC(=O)Cn2nnc(C(=O)NCc3cccs3)c2N)cc1	0	3	0	4	-8	-0.8	2	26	-4	4
CC1CCN(c2cc(N(C)CCO)c([N+](=O)[O-])c3nonc23)CC1	x	8	-6	-42	31	0.0	-1	32	2	-7
Cn1cnc2ccc([N+](=O)[O-])cc2c1=O	x	2	0	-2	25	0.1	4	7	3	0
Cc1cccc(N2CC(C(=O)Nc3ccc(S(=O)(=O)Nc4nccs4)cc3)CC2=O)c1C (stereo not drawn)	-3	-2	1	-13	19	-1.2	0	7	0	0
O=C(NCCCn1ccnc1)/C(=C\c1ccc(Br)cc1)NC(=O)c1ccccc1	0	6	3	7	5	0.4	2	-39	-2	6
O=C(NCC1CC1)C1(C(F)(F)F)C/C(=C\Cc2ccccc2)CCCO1 (stereo not drawn)	-3	-4	4	x	5	-0.2	3	8	x	x
COc1ccc(S(=O)(=O)N(C)CC(=O)Nc2ccc(F)cc2)cc1	-2	7	3	2	11	-0.4	-3	21	-1	-6
CCNC(=S)NNC(=O)CCc1nc2cc(Cl)ccc2n(Cc2ccccc2)c1=O	-4	24	-2	-5	0	-0.1	-2	20	10	-1
Cc1ccc(S(=O)(=O)N/N=C\c2ccc3c(c2)OCO3)cc1C	-2	-3	0	-17	14	-0.3	-6	9	2	2
C=CCn1c(SCc2cc(=O)n3cc(C)ccc3n2)nnc1-c1ccc(F)cc1	-2	-2	0	12	10	-0.5	3	3	7	-1
COCCCNC(=O)CNC(=O)c1cn(-c2ccccc2OC)c(=O)c2ccccc12	-3	4	6	0	46	-0.5	3	9	1	-12
O=C(CSc1ccccn1)Nc1ccccc1F	-1	10	-3	-24	2	0.9	5	-30	2	4
CC(c1ccncc1)C(C)c1ccncc1 (stereo not drawn)	-1	-1	0	x	9	-0.9	0	3	x	x
COc1ccc(NS(=O)(=O)c2cccc(C(=O)OCC(=O)Nc3cc(C)on3)c2)cc1	3	1	-10	-14	22	1.1	2	-1	3	2
O=C(Cn1nc(C(=O)O)c2ccccc2c1=O)c1c[nH]c2ccccc12	2	-14	5	15	7	0.5	-1	30	-1	2
O=C(N/N=C/c1cccc(Cl)c1)C(c1ccncc1)N1CCOCC1 (stereo not drawn)	-7	0	1	3	13	0.0	-2	11	1	-3
CN(C)Cc1c(C(=O)N/N=C/C2CC=CCC2)nnn1-c1nonc1N (stereo not drawn)	13	8	1	-26	38	-0.3	-7	-7	2	1
CCCS(=O)(=O)N1CCCC(C(=O)NCCN(CC)c2ccccc2)C1 (stereo not drawn)	-1	-3	-3	6	13	0.9	3	21	1	0
Cc1nn(-c2ccccc2)c2c1C(c1cccc([N+](=O)[O-])c1)N(c1ccccc1)C(=O)N2 (stereo not drawn)	-2	-12	-1	-23	10	0.0	-7	20	0	-4
Cc1ccc(S(=O)(=O)Nc2ccc3c(c2)ncn3C(C)(C)C)cc1	1	8	3	-14	7	-0.3	2	-10	-1	-2
O=C(Nc1ccccc1Oc1cccnc1)C1CCCN(Cc2ccc(F)cc2)C1 (stereo not drawn)	2	24	1	-21	25	-0.6	15	8	2	2
CCN(CC)S(=O)(=O)c1cccc(C(=O)N/N=C2\CC(=O)CC(C)(C)C2)c1	0	29	-2	-14	37	0.9	7	-16	-1	9
Cn1cccc1Cc1nnc(SCC(=O)N2CCCCCC2)n1CCc1ccccc1	x	3	-16	13	16	-0.1	-4	11	2	1
CCCC(=O)C1=C(O)C(C(=O)OC)C(C)(C)CC1=NC(C)(C)C (stereo not drawn)	-6	-11	1	-21	16	0.0	5	-6	-2	-2
COc1ccc(C(=O)NCc2ccc(-c3nc4ccccc4s3)cc2)cc1OC	3	30	3	-53	3	0.2	6	-55	3	0
COC(=O)C1CCCCN1C(=O)c1cccc(OC2CCN(C(=O)C3CC3)CC2)c1 (stereo not drawn)	1	-2	0	-29	15	-0.2	-4	-9	-5	-2
CC(C)c1ccc(NC2CCCN(C(=O)c3cc(C(C)C)[nH]n3)C2)cc1 (stereo not drawn)	x	8	1	2	47	-1.3	4	5	-1	-12
O=C(NC(=S)NNC(=O)c1ccccc1O)c1ccc([N+](=O)[O-])cc1	0	-7	-3	-34	15	0.4	7	-2	-4	-1
COc1ccc(-c2cn(/N=C/c3ccc(Cl)cc3Cl)c(N)n2)cc1	-3	-5	3	-30	23	0.3	2	23	2	-1
N#Cc1c(SCC(N)=O)nc(-c2ccccc2)c2c1CCCC2	22	-3	-11	30	10	-0.4	-8	14	4	-1
Cc1cccc2sc(NC(=O)C3CCCN(S(=O)(=O)c4cccc5nonc45)C3)nc12 (stereo not drawn)	0	35	-1	-6	25	-0.3	12	8	-1	-4
CN=C1SC(CC(=O)NCCc2ccc(OC)c(OC)c2)C(=O)N1C (stereo not drawn)	-1	0	-2	-25	13	-37	1	4	-3	-9
CC(C)[C@@H]1C=C(C(=O)O)O[C@H](OCCCCO)C1	-1	-22	-1	x	2	-0.4	-10	8	x	x
Cc1oc(-c2ccccc2Cl)nc1CS(=O)CC(=O)NCc1cccs1 (stereo not drawn)	-2	-6	-3	-46	8	-0.1	8	-14	1	3
Cc1ccc(C(C(=O)NC2CCCCC2)N(C(=O)c2csnn2)C2CC2)cc1 (stereo not drawn)	-1	15	-2	8	19	-0.1	-3	-13	-2	-2
CC(=O)Nc1ccc(Oc2ccccc2)cc1	0	-5	-4	-30	-8	-0.6	-7	10	2	2
COc1cccc(CCc2nnc(N)s2)c1	-1	23	0	4	-5	-0.2	-1	-2	-1	-3
OCCNCCCCOc1cccc(Br)c1	0	0	0	-17	6	-1.3	-5	-4	-2	2
Cc1cccc(N(C(=O)CNC(=O)c2ccco2)C(C(=O)NCC2CCCO2)c2ccccc2)c1 (stereo not drawn)	-2	0	3	27	21	-0.6	-2	-23	3	-1
CCOC(=O)N1CCC(NC(=O)C2CCCN(Cc3nc(-c4cccc(Cl)c4)oc3C)C2)CC1 (stereo not drawn)	-1	-7	-2	-23	11	-0.2	-2	7	0	7
O=C(CCc1ccccc1)NCc1ccccc1	-3	-1	2	-20	-61	0.1	0	0	2	5
CCn1c(=O)c2sccc2n2c(CCCC(=O)NCCc3ccc(S(N)(=O)=O)cc3)nnc12	-1	-4	3	-8	31	-0.1	5	-16	-2	-2
O=C(COC(=O)c1ccccc1C(=O)c1ccccc1)Nc1ccc(SC(F)F)cc1	1	18	0	9	18	-21	18	-10	-5	-1
CCOC(=O)C1=C(C)NC(=O)CC1c1ccccc1 (stereo not drawn)	1	12	-1	-11	32	-15	8	17	1	7
O=C(COc1cccc2c1CCNC2=O)NC1CCCCC1	2	-3	-13	x	2	0.5	-1	-13	x	x
CC(N=Cc1cc([N+](=O)[O-])ccc1O)c1ccccc1 (stereo not drawn)	2	-4	1	-13	6	0.0	-6	9	5	-2
Cc1cccc(NC(=O)c2ccc(S(=O)(=O)N3CCCCC3)cc2)c1	1	-2	1	3	29	-0.6	-3	24	-4	-1
COc1ccc2c(c1)nc(SCC(C)O)n2C (stereo not drawn)	-1	13	0	6	18	0.5	-7	-8	-6	2
CCOC(=O)NC(Nc1cc(C)ccn1)(C(F)(F)F)C(F)(F)F	1	-4	-4	-18	18	-0.3	0	-1	-4	5
Cc1cc(NC(=O)CSCC(=O)Nc2ccccc2N2CCCCC2)no1	x	6	-1	x	13	-0.5	0	8	x	x
CCOc1nc(N2CCOCC2)nc(N2CCOCC2)n1	0	4	-4	-7	10	-0.2	5	-4	1	5

3 compounds picked at random from the list so far:
SMILES	GSK3 alpha inh	HSF1 activator	GSK3B inh	KLF5 inh	AI-2 QS mod	HIF activator	HSF1 inhib	aSyn 5UTR inh	HSP90 refold inh	IEC-6 cytotox
Cc1nn(-c2ccccc2)c2c1C(c1cccc([N+](=O)[O-])c1)N(c1ccccc1)C(=O)N2 (stereo not drawn)	-2	-12	-1	-23	10	0.0	-7	20	0	-4
CCOC(=O)NC(Nc1cc(C)ccn1)(C(F)(F)F)C(F)(F)F	1	-4	-4	-18	18	-0.3	0	-1	-4	5
CC(C)C(=O)Nc1cccc(C(=O)NCCc2ccc(S(N)(=O)=O)cc2)c1	-2	-2	2	-16	19	0.3	-9	19	1	0

(next part)
SMILES	GSK3 alpha inh	HSF1 activator	GSK3B inh	KLF5 inh	AI-2 QS mod	HIF activator	HSF1 inhib	aSyn 5UTR inh	HSP90 refold inh	IEC-6 cytotox
COc1cc2c(cc1NC(=O)COC(=O)CNC(=O)c1ccccc1)oc1ccccc12	-2	31	1	-12	-26	2.2	12	-94	-2	11
O=C(O)CSc1nc2ccccc2s1	-3	-8	2	5&-12	8	0.2	4	-4	2&-2	5&-5
CC(=O)Nc1ccc(CN2CCC(Oc3ccc(C(=O)N4CCCC4)cc3)CC2)cc1	-1	-17	3	-4	-11	-0.1	-7	8	1	7
COc1cccc(OCc2cc(/C=N/NC(=O)c3nc(Cl)c(Cl)c(N)c3Cl)ccc2OC)c1	2	-1	2	1	37	0.2	-2	29	6	-1
COCc1cc(=O)n2[nH]c(N)nc2n1	-1	-3	-3	-20	12	0.2	-1	2	-2	-7
CN(c1ccccc1)S(=O)(=O)c1cc(C(=O)OCC(=O)N2CCN(C(=O)c3ccco3)CC2)ccc1Cl	-2	-2	2	-20	31	-0.6	2	2	-2	0

Screening results as filed in PubChem.
